Compound activity (PubChem)
EPAC2 antag = EPAC2 (human) antagonism. EPAC2 GEF exchange of Rap1B-BODIPY-GDP, fluorescence. Q8WZA2. 0.18% of 360,000 active. AID 720708. Potency, µM (top dose mostly 114 µM), inactives show at the top dose activity, negative = inhibition, actives largely listed as inhibitors; further: on the % scale 0 is the no-effect control and ±100 the full control effect; nearly all actives have a fitted effect of over 45% in size; many of its hits are not listed in these tables
FUS suppressor = FUS proteinopathy suppression in yeast. Potency, µM (top dose mostly 76.6 µM), for the others: at the top dose growth rescue (activation), most hits filed as activators. AID 1347120. S. cerevisiae FUS-expressing, growth rescue, OD600, 24 h. 0.24% of 390,000 active;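 further: plate controls were DMSO vehicle for no effect and reference control for full effect; nearly all actives have a fitted effect of over 55% in size; some results filed as inactive show a strong effect at the top dose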
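Toxicity suppression screen in FUS-yeast. Cells induced with 2% galactose, starting OD 0.005, treated 24hr at 30C with compounds at multiple final concentrations; growth by OD600.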
EPAC1 ag = agonists of human EPAC1; 0.073% of 360,000 active; EPAC1 agonist qHTS, biochemical assay; response scale: 100% = response to 6.5 mM cAMP; O95398; Potency, µM (titrated, usually from 154 µM), inactives show at the highest dose activation, usual class: activators; further: nearly all actives have a fitted effect of over 60% in size
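Multi-concentration qHTS readout: loss of Rap1B-bound BODIPY-GDP fluorescence driven by 100 nM EPAC1 with excess GDP (50 uM), monitored kinetically at room temperature; agonist response expressed relative to 6.5 mM cAMP.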
aSyn rescue = rescues yeast growth from alpha-synuclein toxicity; Yeast expressing alpha-synuclein, growth rescue, BacTiter-Glo, 24 h; Potency, µM (series often up to 46.1 µM), for the others: at the highest dose growth rescue (activation), hits mostly activators; 0.14% of 370,000 active; AID 652106; further: % of control where 0% means no effect; nearly all actives have a fitted effect of over 65% in size
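Galactose-induced alpha-syn yeast (OD600=0.02, raffinose-pregrown) + pinned cpd, 24 hr, 30 deg C; growth by BacTiter-Glo luminescence. Growth restoration scores as activation.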
PTHR1 agonist = activates the human parathyroid hormone receptor PTHR1; AID 743266; 0.075% of 410,000 active; Potency, µM (top dose mostly 115 µM), inactives show top-dose activation, usual class: activators; Q03431; HEK293 GP2 PTHR1 cells, GloSensor cAMP luminescence, 1 h; further: nearly all actives have a fitted effect of over 55% in size; some results filed as inactive show a strong effect at the top dose; inactives centre near -15; many of its hits are not listed in these tables
Target sequence (Q03431 whole entry, looked up): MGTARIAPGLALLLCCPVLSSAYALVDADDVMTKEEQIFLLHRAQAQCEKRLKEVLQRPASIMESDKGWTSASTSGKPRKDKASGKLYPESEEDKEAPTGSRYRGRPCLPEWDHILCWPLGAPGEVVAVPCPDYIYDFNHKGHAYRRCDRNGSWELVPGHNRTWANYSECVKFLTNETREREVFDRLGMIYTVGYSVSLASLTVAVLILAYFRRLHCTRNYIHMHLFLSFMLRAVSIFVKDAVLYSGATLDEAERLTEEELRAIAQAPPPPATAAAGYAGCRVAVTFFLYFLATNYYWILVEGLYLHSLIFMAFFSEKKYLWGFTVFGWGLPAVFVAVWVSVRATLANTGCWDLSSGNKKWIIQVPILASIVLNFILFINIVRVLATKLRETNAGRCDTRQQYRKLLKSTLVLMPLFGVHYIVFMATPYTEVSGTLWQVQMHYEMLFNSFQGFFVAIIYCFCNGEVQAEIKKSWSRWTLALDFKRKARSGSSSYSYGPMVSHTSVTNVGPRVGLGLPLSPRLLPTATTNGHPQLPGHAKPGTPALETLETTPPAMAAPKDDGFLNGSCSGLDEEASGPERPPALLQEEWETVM
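HEK-293-derived GP2 cells expressing PTHR1 and a GloSensor cAMP reporter, 3,000/well, plated overnight, given luciferin plus IBMX (each 0.5 mM as added) for 1 h at 37 °C, then compound for 1 h at 37 °C. Luminescence was read after 15 min at room temperature.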
TDP43 rescue = TDP-43 toxicity inhibition in yeast. TDP-43 expressing yeast growth rescue, BacTiter-Glo, 24 h. Potency, µM (top dose mostly 46.1 µM), for inactives: at the top dose growth rescue (activation), most hits filed as activators. 1.8% of 410,000 active. AID 652104; further: % of control where 0% means no effect; nearly all actives have a fitted effect of over 50% in size
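Luminescence from BacTiter-Glo reports growth of TDP-43-expressing yeast after 24 hr at 30 deg C with compound. Cells were raffinose-pregrown to mid-log, then seeded in galactose medium at OD600=0.02.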
EPAC2 agonist = agonists of human EPAC2 (RAPGEF4); 0.079% of 360,000 active; EPAC2 activation, biochemical qHTS; response scale: 100% = 6.5 mM cAMP response; Potency, µM (doses to about 154 µM), without a hit: at the top dose activation, actives largely listed as activators; AID 720711; further: nearly all actives have a fitted effect of over 50% in size
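Readout is BODIPY fluorescence (480 nm excitation, 540 nm emission), which falls as labeled GDP is exchanged off Rap1B. EPAC2 at 100 nM acted on 250 nM RAP1B-BODIPY-GDP with 50 uM GDP present.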
EPAC1 antag = blocks human EPAC1 exchange factor; EPAC1 GEF assay, Rap1b-BODIPY-GDP exchange fluorescence; Potency, µM (highest dose often 115 µM), for inactives: at the highest dose activity change, negative = inhibition, usual class: inhibitors; O95398; 0.14% of 360,000 active;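 further: plate controls were vehicle for no effect and positive control for full effect; nearly all actives have a fitted effect of over 50% in size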
* hit, by the source's call; i = inactive; ? = inconclusive; · = no result given; & = joins results of further samples; [ ] = another dose, or the depositor's remark. The call rests on the fitted dose curve; in most records, active means well fitted curve in the direction sought with a large enough effect; inconclusive means small, poorly fitted or top-dose-only effect, or another doubt; inactive means no such curve, though single readings can be large; an effect the other way counts as inactive or inconclusive. Potency means the concentration at half of the fitted maximal effect.

SMILES	EPAC2 antag	FUS suppressor	EPAC1 ag	aSyn rescue	PTHR1 agonist	TDP43 rescue	EPAC2 agonist	EPAC1 antag
COc1ccc(S(=O)(=O)N(C)c2ccc(C(=O)N3CCOCC3)cc2)cc1	-2%	-10%	12%	5%	i	0%	-18%	7%
CCN1C(=O)c2ccc(C(=O)NCc3ccc4c(c3)OCO4)cc2C1=O	-5%	19%	4%	9%	-10%[57.5 µM]	5%	8%	5%
O=C(CN(C(=O)C1CSC(=O)C1)c1ccccc1F)NCc1ccc2c(c1)OCO2 (stereo not drawn)	5%	25%	6%	-2%	i	-24%	-5%	13%
Nc1ncnc2nc(SCCN3CCCCC3)[nH]c12	2%	12%	8%	0%	-19%[57.5 µM]	-14%	3%	-4%
Cc1ccc(C)c(N2CCN(C(=O)Nc3ccc4c(c3)N(C)C(=O)CS4)CC2)c1	-7%	?	-1%	12%	-46%	?	6%	-27%
COc1ccc(S(=O)(=O)N(C)C[C@@H]2OCc3cnnn3CCCC(=O)N([C@H](C)CO)C[C@@H]2C)cc1	3%	12%	0%	-4%	-6%	8%	-1%	5%
COc1ccc(C(=O)CN2C(=O)c3ccccc3C2=O)c(OC)c1C	-7%	17%	22%	0%	i	-15%	8%	6%
CC(=O)c1ccc(NC(=O)CS(=O)(=O)c2cn(CC(=O)N3CCOCC3)c3ccccc23)cc1	-12%	13%	8%	-8%	-18%	5%	9%	-4%
COc1cc(CCC(=O)Nc2nnc(-c3cccnc3)s2)cc(OC)c1OC	-21%	15%	10%	-2%	-24%	22%	-1%	-21%
COc1ccc(C(=O)Nc2nnc(S(=O)(=O)N3CCOCC3)s2)cc1	1%	11%&-18%	-4%	2%	?	19%&8%	2%	12%
O=C(COC(=O)CNS(=O)(=O)c1ccc2ccccc2c1)Nc1ccccc1Sc1ccccc1	-3%	28%	11%	6%	i	15%	5%	-13%
CCOCCCNC(=O)C1CCC(CNS(=O)(=O)c2ccc(Cl)cc2)CC1 (stereo not drawn)	17%	42%	3%	3%	i	-21%	4%	4%
CSc1ccccc1OCc1cc(C(=O)N(C)Cc2ccncn2)no1	-3%	·	6%	-3%	-8%	22%	-2%	13%
CC(C)C(N)c1csc(Nc2ccc(C(=O)c3ccccc3)cc2)n1 (stereo not drawn)	5%	5%	9%	4%	i	10%	5%	-4%
CC(C)C(c1nnnn1Cc1ccccc1)N1CCc2ccccc2C1 (stereo not drawn)	3%	3%	-4%	0%	-5%[57.5 µM]	8%	7%	12%
O=C(CSc1nnc(CNC(=O)c2ccc(F)cc2)o1)Nc1ccc2c(c1)OCCO2	19%	·	4%	-1%	-4%	-19%	11%	6%
O=C(NCC(c1cccs1)N1CCOCC1)c1cccnc1 (stereo not drawn)	-8%	4%	14%	-1%	-24%	-1%	11%	3%
CCN(CC)c1ccc(/C=N/N2C(=O)c3ccccc3C2=O)c(O)c1	-7%	·	1%	-16%	-32%[inhibitor]	9%	2%	-12%
CC(C)c1ccc(/C=C2\SC(N3CCOCC3)=NC2=O)cc1	1%	11%	5%	6%	-9%	2%	4%	2%
C#CCNC(=O)C1=C[C@H](C)[C@@H](CCCO)[C@H](OCC)O1	0%	4%	0%	1%	-21%	16%	0%	-20%
CN(c1ccc(C(=O)N2CCCCCC2)cc1)S(=O)(=O)c1ccccc1	-1%	17%	-1%	9%	-42%[inhibitor]	20%	2%	-8%
O=C(Nc1ccc(Cl)cc1)c1ccsn1	1%	-9%	3%	-11%	-13%	18%	5%	-4%
C=CCOc1ccc(CNn2cn[nH]c2=S)cc1OC	5%	7%	8%	-1%	13%[57.5 µM]	-1%	6%	-3%
CC(C)C[C@H]1CNC(=O)C(=O)N1C[C@@H]1CCCN1C[C@H](CC(C)C)N1C[C@H](Cc2ccccc2)N(CCc2ccccc2)C(=O)C1=O	4%	5%	-11%	-1%	?	2%	-3%	-13%
Cc1cccc2sc(NNC(=O)C3=COCCO3)nc12	-7%	15%	2%	4%	i	-12%	12%	-9%
CC1=C(C(=O)N2CCOCC2)CC(CC(=O)NCc2cccs2)C(=O)N1CCCN1CCCC1=O (stereo not drawn)	7%	-9%	29%	1%	10%	6%	10%	-16%
COc1ccc(Cl)cc1S(=O)(=O)n1cnc2ccccc21	3%	18%	1%	4%	i	1%	12%	-9%
Cn1c(=O)c2c(nc(CN3CCN(C(=O)c4ccco4)CC3)n2CCc2ccccc2)n(C)c1=O	6%	14%	3%	3%	i	-13%	6%	0%
C=CC[C@@H](CC(=O)N[C@@H](CO)Cc1ccccc1)C(=O)NC[C@@H](OC(=O)[C@@H](CC=C)CC(=O)OC(C)(C)C)c1ccccc1	11%	22%	-17%	2%	-12%	-5%	-16%	-9%
O=C(O)c1ccc(CNCc2ccccc2Cl)cc1	8%	-14%	-3%	-3%	i	18%	-2%	9%
COc1ccc(-c2nc3ccc(C)cn3c2NCc2ccccc2)cc1SC1CCCCC1	28%	26%	-28%	-19%	-32%	-2%	-4%	-18%
Cc1cccc(C)c1NC(=O)CNC(=O)c1cccnc1	15%	-1%	-15%	-6%	-13%	-8%	-2%	-5%
O=C1Cc2c(-c3ccccc3)cc(-c3cccc(Cl)c3)nc2-c2ccccc2N1	-5%	·	5%	7%	0%	1%	1%	-21%
CCn1c(=O)c2sccc2n(CC(=O)NC2CCCCC2)c1=O	-4%	3%	-1%	-1%	i	4%	2%	5%
Cc1c(NC(=O)c2nn3c(C(F)(F)F)cc(-c4ccccc4)nc3c2Cl)c(=O)n(-c2ccccc2)n1C	-7%	31%	2%	0%	-8%	-16%	10%	-16%
Cc1ccc(/C=N/NC(=O)NC23CC4CC(CC(C4)C2)C3)o1	-9%	9%	13%	3%	i	9%	7%	-6%
COc1cccc(OCCOCCOc2ccc(C)cc2[N+](=O)[O-])c1	-6%	·	-10%	21%	i	22%	8%	-7%
O=C(c1cc(-c2ccccc2O)on1)N1CCCCCC1	-11%	-9%	-5%	2%	-8%	17%	-1%	-2%
O=C(CSc1nc2ccccc2c(=O)n1C1CC1)NCc1ccccc1	1%	6%	2%	-10%	-3%[57.5 µM]	24%	3%	-21%
Cc1ccc(C(=O)n2nc(-c3ccccc3)nc2NCc2ccco2)cc1	-11%	14%	16%	5%	27%[57.5 µM]	-3%	1%	-2%
CC1(C(=O)Nc2cnc3ccccc3c2)CCN1C(=O)c1ccccc1CCc1ccccc1 (stereo not drawn)	-5%	?	12%	1%	-16%	?	11%	-8%
C=C(C)Cn1c(N)cc(=O)nc1SCC(=O)Nc1cccc(C(F)(F)F)c1	18%	·	-9%	5%	-15%	-20%	3%	16%
Cc1ccc(N2C(=O)[C@@H]3C(c4ccc(F)cc4)=NO[C@@H]3C2=O)cc1	18%	4%	-5%	-8%	i	-17%	-4%	14%
CC1(C)CC(=O)C=C(NNC(=O)c2ccc(N)cc2)C1	5%	-5%	-1%	3%	-17%	12%	8%	-3%
Cc1ccc(-c2ocnc2C(=O)N2CCOCC2)cc1	4%	-21%	5%	-1%	-1%	-4%	22%	4%
Cc1ccc2[nH]cc(S(=O)(=O)c3ccc(C)c(C)c3)c(=O)c2c1	2%	1%&15%	-9%	0%	-34%[inhibitor]	6%&2%	6%	?
CCN(CCn1cccn1)C(=O)CCc1nnc(Cc2c[nH]c3ccccc23)o1	1%	-10%	6%	-11%	-14%	9%	3%	-11%
CC(C)CCN1C(=O)CC(NNC(=O)c2ccc(S(=O)(=O)N3CCCC3)cc2)C1=O (stereo not drawn)	0%	9%	-8%	0%	i	12%	-15%	-10%
COc1ccc(S(=O)(=O)N2CCC(C(=O)NC3CCCCC3)CC2)cc1OC	19%	0%	2%	-1%	i	8%	8%	-1%
CCCN(C(=O)c1cc(Cl)nc2ccccc12)c1c(N)n(Cc2ccccc2)c(=O)[nH]c1=O	8%	-13%	-11%	-7%	-22%	-23%	-5%	8%
Cc1cc(C)c(NC(=O)CS(=O)CC(=O)Nc2cccnc2)c(C)c1 (stereo not drawn)	13%	0%	3%	-1%	i	17%	9%	15%
Cc1ccc(CNC(=O)CSc2ncc(C(=O)Nc3ccccc3)c(=O)n2C)cc1	11%	-8%	-8%	0%	-8%	22%	-3%	-17%
CC1CN(S(=O)(=O)c2cccs2)CC(C)O1 (stereo not drawn)	-5%	0%	7%	-16%	i	-3%	1%	3%
CCCN1C(=O)c2cc(C(=O)Nc3ccccc3C)ccc2C1Nc1ccccc1C (stereo not drawn)	1%	40%	-2%	13%	-38%[inhibitor]	3%	-12%	-2%
CCC1C(=O)N=C(SCC(=O)Nc2ccc(C)cc2)N(c2ccccc2)C1=O (stereo not drawn)	1%	22%	9%	1%	-3%	-5%	5%	-6%
CN(C)c1ccc(NC(=O)COC(=O)CNC(=O)c2cccs2)cc1	-3%	25%	-11%	4%	i	12%	6%	-6%
Cc1ccccc1N=C(NOCc1ccccc1)c1nonc1N	3%	14%	21%	-8%	i	20%	13%	-10%
Cc1nn(Cc2ccc(Cl)cc2Cl)c(C)c1NC(=O)CCl	7%	26%	-3%	3%	-8%[57.5 µM]	11%	2%	2%
COc1ccc(CCNC(=O)c2c(O)c3cccc4c3n(c2=O)CC4)cc1	0%	-15%	0%	5%	-24%[57.5 µM]	-10%	-1%	-25%
NC1=NC2(CCCC2)N=C(Nc2ccccc2)N1	-4%	16%	12%	1%	i	-22%	4%	-12%
Cc1ccc(NC(=O)CN2CCc3ccccc3C2)cc1C	-10%	-2%	17%	1%	-16%	10%	18%	5%
COc1ccc(Cl)cc1C(=O)CSc1nnnn1C1CCCC1	-2%	31%	15%	?	i	?	11%	-2%

Structural class, those above with a furan ring, fused or not.
SMILES	EPAC2 antag	FUS suppressor	EPAC1 ag	aSyn rescue	PTHR1 agonist	TDP43 rescue	EPAC2 agonist	EPAC1 antag
Cn1c(=O)c2c(nc(CN3CCN(C(=O)c4ccco4)CC3)n2CCc2ccccc2)n(C)c1=O	6%	14%	3%	3%	i	-13%	6%	0%
Cc1ccc(/C=N/NC(=O)NC23CC4CC(CC(C4)C2)C3)o1	-9%	9%	13%	3%	i	9%	7%	-6%
Cc1ccc(C(=O)n2nc(-c3ccccc3)nc2NCc2ccco2)cc1	-11%	14%	16%	5%	27%[57.5 µM]	-3%	1%	-2%

An excerpt; count on the stated rates, not on these rows.
